GALR2 antag = GALR2 antagonists in receptor-expressing cells, primary screen | Galanin receptor type 2 (Homo sapiens), O43603 | 140,000 compounds, 0.39% hits | antagonist mode | inhibition, % at 4 µM; in the data active = inhibition above about 27%;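 also: cells stimulated with galanin 1-16 at roughly its EC80; 0% = agonist challenge control and 100% = basal control without agonist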
Target sequence (O43603 whole entry, looked up): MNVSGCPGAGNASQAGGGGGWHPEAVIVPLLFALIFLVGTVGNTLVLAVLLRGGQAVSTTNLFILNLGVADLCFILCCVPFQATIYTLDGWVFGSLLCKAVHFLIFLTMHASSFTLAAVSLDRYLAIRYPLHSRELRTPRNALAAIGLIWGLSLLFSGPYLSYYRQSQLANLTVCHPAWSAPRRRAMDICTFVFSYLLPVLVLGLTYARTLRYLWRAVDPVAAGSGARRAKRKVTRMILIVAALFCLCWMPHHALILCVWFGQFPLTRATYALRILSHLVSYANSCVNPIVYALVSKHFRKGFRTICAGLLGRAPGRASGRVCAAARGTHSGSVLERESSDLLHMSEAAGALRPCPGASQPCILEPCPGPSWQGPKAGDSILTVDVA
E-sel TNF inh = E-selectin induction blockers in HUVEC – imaging, immunofluorescence, high content, primary screen; HUVEC TNFa-induced E-selectin immunofluorescence; inhibition, % at 2 µM; 120,000 compounds, 0.71% hits; AID 1246, 2008;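 active = inhibition above the batch mean plus 3 SD, and confirmed as a hit on visual image review, cut at about 43% in these data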;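 also: 0% = TNF-stimulated DMSO wells and 100% = unstimulated control wells; not every result past the cut was called active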
Yeast lifespan up = compounds extending yeast replicative lifespan, primary screen, S. cerevisiae, OD615. S. cerevisiae growth with nicotinamide; deaD strain in restrictive glucose medium. inhibition of the nicotinamide effect, % at 10 µM. 130,000 compounds, 0.68% hits. AID 775, 2007;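 active = inhibition above a set limit, placed 3 SD over the median of all compounds, cut at about 26% in these data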;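 also: 0% = nicotinamide-treated wells and 100% = cells grown without nicotinamide; some compounds called inactive have numbers as strong as hits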
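Measured by: optical density (absorbance) at 615 nm; System: modified budding yeast, DeaD strain; Medium: restrictive CSMM-D dextrose medium; Timing: 4 h preincubation then 48 h treatment at 30 °C.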
Yeast growth inh = growth inhibitors of yeast BB579 in restrictive medium, primary screen, yeast lifespan-shortening project, S. cerevisiae; OD615, 48 h; inhibition, % at 10 µM; 140,000 compounds, 0.51% hits;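 active = inhibition above a set limit, 3 SD over the mean compound inhibition, cut at about 44% in these data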; also: inactives centre near -24
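Assay system: S. cerevisiae DeaD strain BB579 yeast. Medium: CSMM-D restrictive synthetic medium containing dextrose (glucose). Times: 4 h cell preincubation, 48 h compound exposure, 30 °C humidified. Signal: OD615 turbidity measurement. Benchmarks: positive control amphotericin B 10 µg/mL.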
HCT116 PTEN-null = growth suppression of PTEN-null HCT116, primary screen, cell-based, CellTiter-Glo; HCT116 PTEN-null viability, 60 h; active compounds read low; viability, % at 10 µM; 140,000 compounds, 1.2% hits; AID 827, 2007;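 active = viability at or below a set limit, 4 SD under the median of all tested compounds, cut at about 3.7% in these data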;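 also: PTEN knockout HCT116 line with beta catenin targeted HCT116 as companion control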
HCT116 bCat-KO = primary screen for growth suppressors in beta-catenin knockout HCT116 cells (colon tumor, human). HCT116 beta-catenin knockout viability, CellTiter-Glo, 60 h; active compounds read low. viability, % at 10 µM. 140,000 compounds, 1.5% hits;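 active = viability at or under a set limit, the compound median less 4 SD, cut at about 6% in these data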;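 also: 0% = Hyamine 1622 control at 20 µM and 100% = untreated cell control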
NPY Y2 blocker = NPY-Y2 receptor antagonists, primary screen, cell-based. Neuropeptide Y receptor type 2 (Homo sapiens), P49146. NPY-Y2 expressing cells, antagonist mode. inhibition, % at 2.7 µM. 140,000 compounds, 0.99% hits; in the data active = inhibition above about 17%;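 also: 0% = vehicle with agonist challenge and 100% = reference antagonist with challenge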
Target sequence (P49146 whole entry, looked up): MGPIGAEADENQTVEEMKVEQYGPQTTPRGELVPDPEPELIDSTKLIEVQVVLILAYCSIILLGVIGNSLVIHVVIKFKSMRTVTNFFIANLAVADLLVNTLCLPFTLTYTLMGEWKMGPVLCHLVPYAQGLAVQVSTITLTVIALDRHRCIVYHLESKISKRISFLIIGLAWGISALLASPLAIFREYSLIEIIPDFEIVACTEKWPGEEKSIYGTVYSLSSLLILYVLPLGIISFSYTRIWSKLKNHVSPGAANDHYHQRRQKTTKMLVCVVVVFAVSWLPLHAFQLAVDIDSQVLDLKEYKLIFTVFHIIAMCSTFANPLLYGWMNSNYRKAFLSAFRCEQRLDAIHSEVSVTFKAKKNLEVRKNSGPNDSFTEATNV
MRP-1 activ = H69AR viability gain despite doxorubicin, primary screen, MRP-1 activator project, H69AR cells, CellTiter-Glo. viability increase, % at 10 µM. viability rescue. 140,000 compounds, 0.61% hits. AID 799, 2007;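 active = viability gain under doxorubicin at or above a set limit, the compound median plus 3 SD, cut at about 4.7% in these data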;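 also: MRP-1 overexpressing cells given doxorubicin 25 µM after compound pretreatment; 18-22 h compound pretreatment then 72 h with doxorubicin before readout; 0% = doxorubicin-only wells and 100% = vehicle-treated cells without doxorubicin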
Measles CPE = compounds protecting cells from measles virus cytopathic effect, primary screen, measles RdRp inhibitor project, single point, MLSMR library, absorbance; AID 841, 2007; protection (pct of control), % at 4 µM; Measles virus-infected cells, CPE protection; 140,000 compounds, 1.5% hits; in the data active = protection mostly above about 24%, no sharp cut-off; inactive = mostly below about 26%; also: some compounds called inactive have numbers as strong as hits
Phagocyt inh = inhibitors of macrophage phagocytosis, primary screen, imaging, J774A.1 cells, IgG beads; AID 1029, 2008; 110,000 compounds, 0.07% hits; inhibition, % at 5 µM; J774A.1 macrophage IgG-bead phagocytosis;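 active = inhibition above the mean of the plate negative controls plus 5 SD, cut at about 13% in these data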;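 also: phagocytic index as fraction of beads internalized from green versus red external bead signal; plate controls were DMSO negative control for no effect and cytochalasin-D positive control for full effect; some results beyond the cut were filed as inactive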
* marks the source's active call; other numbers are inactive results; · = not tested or not shown.

#	smiles	GALR2 antag	E-sel TNF inh	Yeast lifespan up	Yeast growth inh	HCT116 PTEN-null
1	COC(=O)Cc1ccc(NC(=S)NCc2ccc(Cl)cc2)cc1	-1	·	-5	-19	83
2	COc1ccc2c(c1)CC/C2=N\OC(=O)c1cccc(C)c1	-1	·	-1	-42	79
3	Cc1c(NC(=O)CSc2nnc(Nc3ccccc3)s2)c(=O)n(-c2ccccc2)n1C	-11	25	4	-23	97
4	COc1ccccc1NC(=O)CSc1nc(O)cc(=O)[nH]1	2	-29	-24	-7	100
5	Clc1ccc(CNc2nc(N3CCOCC3)nc(N3CCOCC3)n2)cc1	-6	2	-13	4	85
6	COc1ccc(C(=O)c2c[nH]c(C(=O)NCc3cccnc3)c2)cc1	-5	-30	-2	-22	106
7	CCN(CC)S(=O)(=O)c1ccc(C)c(NC(=O)COC(=O)c2ccc(C)c(S(=O)(=O)N3CCOCC3)c2)c1	7	·	-12	-30	103
8	CCCCNC(=S)Nc1cccc(C(C)=O)c1	-3	-4	-3	-20	88
9	COC(=O)C(C)(C(=O)OC)c1ccc([N+](=O)[O-])cn1	-4	23	-5	18	86
10	CCCCN(CC)C(=O)c1ccccc1Oc1ccccc1	10	·	14	-39	78
11	O=C(Nc1ccc(S(=O)(=O)N2CCOCC2)cc1)C1CCCCC1	8	-24	-10	-44	95
12	O=C(NC1=NCCS1)c1sc2cc(F)ccc2c1Cl	2	·	-6	3	90

#	HCT116 bCat-KO	NPY Y2 blocker	MRP-1 activ	Measles CPE	Phagocyt inh
1	85	4	0.9	·	-7
2	90	12	-5.3	15	-3
3	91	0	-0.3	5	-14
4	99	2	1.9	6	0
5	90	-1	-0.9	6	1
6	94	-1	-1.4	11	0
7	92	2	-1.9	15	0
8	85	1	-2.2	6	-1
9	94	1	0.3	11	·
10	86	9	-3.0	14	3
11	98	-1	-0.6	11	-1
12	92	0	-3.5	10	7

(next part)
#	smiles	GALR2 antag	E-sel TNF inh	Yeast lifespan up	Yeast growth inh	HCT116 PTEN-null
13	Cn1c(NC(=O)/C=C/c2ccccc2)cc(=O)n(C)c1=O	3	·	-4	8	78
14	COc1ccc(OCC(=O)N2CCN(C(=O)c3ccco3)CC2)cc1	1	0	-5	-10	87
15	COC(=O)[C@H](C)NC(=O)Nc1ccc(S(N)(=O)=O)cc1	14	·	-9	-6	106
16	CSc1nc(N2CCOCC2)c2c(c1C#N)CC(C)(C)OC2	-6	19	-9	-18	94
17	CC(C)C1COC(c2cccc3ccccc23)=N1 (centres undefined)	-2	-12	1	-22	95
18	CN1CCN(S(=O)(=O)c2ccc(NC(=O)c3ccco3)cc2)CC1	1	-2	-3	-12	90
19	Cc1cc(C)cc(-c2nc(-c3ccncc3)no2)c1	0	-8	-10	-19	88
20	COc1ccccc1N1CCN(CCCNC(=O)Nc2ccccc2)CC1	-14	25	-7	-1	80
21	O=C(CSc1nnc(-c2cccc(S(=O)(=O)N3CCOCC3)c2)n1C1CCCCCC1)NCc1ccccc1	-7	·	-24	-42	82
22	Cc1ccc(N2C(N)=NC(N)=NC2(C)C)c(C)c1	16	-4	4	-18	89
23	CCOC(=O)C1=C(c2ccccc2)Nc2c(c(=O)n(C)c(=O)n2C)C1c1ccc(O)c(OC)c1 (centres undefined)	-1	10	-17	-25	93
24	CCOC(=O)CCC(=O)Nc1cccc([N+](=O)[O-])c1	1	·	-5	-2	98

#	HCT116 bCat-KO	NPY Y2 blocker	MRP-1 activ	Measles CPE	Phagocyt inh
13	74	1	-2.5	4	2
14	94	2	-2.6	10	0
15	92	-2	-1.1	7	-1
16	95	3	-3.0	5	0
17	108	4	1.6	15	·
18	82	0	-0.6	12	0
19	96	4	-0.6	7	·
20	84	3	-1.8	12	·
21	87	1	-1.8	5	·
22	80	3	-2.1	17	-2
23	113	-2	-0.6	7	0
24	101	-1	-1.7	21	-3

An excerpt from above in order of formula weight, rising:
#	smiles	GALR2 antag	E-sel TNF inh	Yeast lifespan up	Yeast growth inh	HCT116 PTEN-null
22	Cc1ccc(N2C(N)=NC(N)=NC2(C)C)c(C)c1	16	-4	4	-18	89
19	Cc1cc(C)cc(-c2nc(-c3ccncc3)no2)c1	0	-8	-10	-19	88
16	CSc1nc(N2CCOCC2)c2c(c1C#N)CC(C)(C)OC2	-6	19	-9	-18	94

#	HCT116 bCat-KO	NPY Y2 blocker	MRP-1 activ	Measles CPE	Phagocyt inh
22	80	3	-2.1	17	-2
19	96	4	-0.6	7	·
16	95	3	-3.0	5	0

Remaining list, next part:
#	smiles	GALR2 antag	E-sel TNF inh	Yeast lifespan up	Yeast growth inh	HCT116 PTEN-null
25	CCOC(=O)c1c(NC(=O)COC(=O)Cn2cnc3ccccc32)sc(C)c1C	0	-4	-9	-5	75
26	O=C(CC1SC(=O)N(Cc2ccc(Cl)cc2)C1=O)Nc1nccs1 (centres undefined)	-8	·	1	-33	74
27	NC(=O)C(CC(=O)O)NC(=O)[C@@H]1CCCCNc2c(I)cc([N+](=O)[O-])cc2C(=O)N[C@@H](CO)C(=O)NCC(=O)N1 (some centres undefined)	-6	-33	7	0	95
28	CCC(=O)NC(=S)Nc1ccc(NC(=O)c2ccc(OC)cc2)cc1	3	·	1	-30	92
29	COc1ccc(-c2csc3nc(-c4cccnc4)nc(N4CCC(C(N)=O)CC4)c23)cc1OC	11	·	-2	-44	62
30	CCOC(=O)C(C)Sc1nc(C2CC2)cc(C(F)(F)F)c1C#N (centres undefined)	9	-7	-17	-4	86
31	CC1CCN(C(=O)CCNS(=O)(=O)c2ccccc2)CC1	-1	-21	-2	-25	97
32	CC(=O)C1=C(c2ccccc2)NC(=O)NC1c1ccccc1OCC(=O)NCc1ccccc1 (centres undefined)	-11	15	-9	-1	100
33	CN(C)CCSc1nc(N)c2c3c(sc2n1)CN(C)CC3	-2	0	-10	-23	85
34	CCOc1ccc(NC(=O)CC2C(=O)N(c3ccccc3)C(=S)N2Cc2ccccn2)cc1 (centres undefined)	12	-16	-13	-10	82
35	CCCCn1c(SCC(=O)Nc2nnc(C)s2)nc2c1c(=O)n(C)c(=O)n2C	-1	-4	-8	-56	96
36	CCn1cc(C(=O)NCC2CCCO2)c2cc(OC)c(OC)cc2c1=O (centres undefined)	1	·	5	-31	90

#	HCT116 bCat-KO	NPY Y2 blocker	MRP-1 activ	Measles CPE	Phagocyt inh
25	79	0	-2.8	9	0
26	93	0	12*	12	-7
27	94	1	-0.7	6	·
28	89	0	0.3	17	·
29	74	6	-4.3	21	-3
30	87	9	0.3	17	·
31	93	-1	-0.1	14	0
32	98	2	-3.7	14	0
33	71	2	-2.4	8	0
34	76	-2	-4.0	4	·
35	94	1	-1.0	20	0
36	91	1	-3.4	10	-3

Two entries from above, set out differently:
| item | SMILES | GALR2 antag | E-sel TNF inh | Yeast lifespan up | Yeast growth inh | HCT116 PTEN-null | HCT116 bCat-KO | NPY Y2 blocker | MRP-1 activ | Measles CPE | Phagocyt inh |
| --- | --- | --- | --- | --- | --- | --- | --- | --- | --- | --- | --- |
| 34 | CCOc1ccc(NC(=O)CC2C(=O)N(c3ccccc3)C(=S)N2Cc2ccccn2)cc1 (centres undefined) | 12 | -16 | -13 | -10 | 82 | 76 | -2 | -4.0 | 4 | · |
| 35 | CCCCn1c(SCC(=O)Nc2nnc(C)s2)nc2c1c(=O)n(C)c(=O)n2C | -1 | -4 | -8 | -56 | 96 | 94 | 1 | -1.0 | 20 | 0 |

Remaining list, next part:
#	smiles	GALR2 antag	E-sel TNF inh	Yeast lifespan up	Yeast growth inh	HCT116 PTEN-null
37	CCCCc1cc(=O)oc2cc(OCc3nn[nH]n3)c(Cl)cc12	4	8	-10	-28	94
38	CN(C)CCCn1c(-c2ccccc2)nc(=S)c2c1CCCC2	-3	-61	-2	-2	101
39	Cc1cccc(C(=O)Nc2c(C#N)c(C)c(C)n2Cc2ccccc2)c1	-12	4	-1	-37	78
40	O=C(N/C=N/O)C1=NOC(CNc2ncc(C(F)(F)F)cc2Cl)C1 (centres undefined)	-1	-1	-12	-47	96
41	COc1cc(NC(=O)COC(=O)CC(C)(C)C)c(C)cc1[N+](=O)[O-]	6	-14	-6	-26	84
42	O=C(CNCc1ccccc1)Nc1ccccc1-c1ccccc1	10	·	13	-44	77
43	N#Cc1c(NC(=O)c2nc3ncccn3n2)sc2c1CCCCC2	6	-8	-4	-9	98
44	Cn1c(CNC(=O)Cc2ccc3c(c2)OCO3)nnc1SCc1ccccc1	3	·	-6	-36	104
45	CC1Cc2ccccc2N1C(=O)Cn1cnc2ccccc2c1=O (centres undefined)	17	39	56*	-4	91
46	CCn1c(SCC(=O)N2c3ccccc3CCc3ccccc32)nnc1-c1ccc(OC)cc1	2	·	-3	-23	82
47	Cc1cc(=O)oc2cc3c(cc12)OCCO3	10	-61	-9	-1	106
48	COCCn1c(C)cc(C(=O)COC(=O)c2ccc(N3CCCC3=O)cc2)c1C	7	-13	-3	-24	87

#	HCT116 bCat-KO	NPY Y2 blocker	MRP-1 activ	Measles CPE	Phagocyt inh
37	90	5	-2.1	6	-2
38	100	0	-2.0	14	-1
39	82	3	-2.1	11	-1
40	99	2	0.1	3	0
41	98	1	-2.3	4	·
42	78	9	-2.5	5	-1
43	98	0	0.7	1	0
44	109	3	0.4	6	0
45	97	2	-1.4	12	0
46	83	6	-1.3	8	·
47	93	1	-4.5	4	0
48	74	3	0.2	2	-5

This is a random part of the collection, and some 6.1% of all compounds hit somewhere here.
